# FUS suppressor: qHTS for Suppressors of FUS Proteinopathy: Primary screen using FUS-linked yeast assay; S. cerevisiae FUS-expressing, growth rescue, OD600, 24 h; Potency, µM (doses to about 76.6 µM), inactives show at the top dose growth rescue (activation), most hits filed as activators; 390,000 compounds, 0.24% hits; AID 1347120, 2019;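 also: potency is read from the fitted curve at half-maximal effect; plate controls were DMSO vehicle for no effect and reference control for full effect; nearly all actives have a fitted effect of over 55% in size; some results filed as inactive show a strong effect at the top dose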
#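 Cultures pregrown in 2.5% raffinose medium are shifted to minimal medium containing 2% galactose to express toxic FUS. Compounds are tested at several concentrations. After 24hr at 30C, growth is quantified at 600 nm absorbance.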
# PTHR1 ag: qHTS for PTHR1 Agonists: Primary Screen; Parathyroid hormone/parathyroid hormone-related peptide receptor (Homo sapiens), Q03431; HEK293 GP2 PTHR1 cells, GloSensor cAMP luminescence, 1 h; Potency, µM (doses to about 115 µM), without a hit: at the top dose activation, actives largely listed as activators; 410,000 compounds, 0.075% hits; also: potency is read from the fitted curve at half-maximal effect; nearly all actives have a fitted effect of over 55% in size; some results filed as inactive show a strong effect at the top dose; inactives centre near -15; many of its hits are not listed in these tables
# Target sequence (Q03431 whole entry, looked up): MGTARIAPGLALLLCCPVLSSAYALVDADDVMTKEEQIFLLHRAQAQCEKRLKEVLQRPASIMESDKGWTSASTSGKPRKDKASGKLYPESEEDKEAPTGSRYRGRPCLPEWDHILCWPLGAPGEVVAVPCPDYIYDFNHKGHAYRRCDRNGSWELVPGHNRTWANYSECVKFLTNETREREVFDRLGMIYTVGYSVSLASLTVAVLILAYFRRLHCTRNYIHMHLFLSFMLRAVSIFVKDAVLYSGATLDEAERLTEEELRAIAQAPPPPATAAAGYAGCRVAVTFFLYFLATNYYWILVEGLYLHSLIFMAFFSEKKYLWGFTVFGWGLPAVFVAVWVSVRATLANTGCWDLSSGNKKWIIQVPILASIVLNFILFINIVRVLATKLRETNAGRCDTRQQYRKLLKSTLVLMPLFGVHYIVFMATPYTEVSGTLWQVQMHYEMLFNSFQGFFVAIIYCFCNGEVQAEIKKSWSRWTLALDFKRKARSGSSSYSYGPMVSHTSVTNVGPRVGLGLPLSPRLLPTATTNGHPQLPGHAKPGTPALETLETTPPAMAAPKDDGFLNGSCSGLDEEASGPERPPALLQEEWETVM
#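 HEK-293-derived GP2 cells expressing PTHR1 and a GloSensor cAMP reporter, 3,000/well, plated overnight, given luciferin plus IBMX (each 0.5 mM as added) for 1 h at 37 °C, then compound for 1 h at 37 °C. Luminescence was read after 15 min at room temperature.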
# GLP1R inv ag: qHTS of GLP-1 Receptor Inverse Agonists (Inhibition Mode); Glucagon-like peptide 1 receptor (Homo sapiens), P43220; HEK293 GLP-1R CRE-luciferase, luminescence, 24 h; GLP-1R form is constitutively active; Potency, µM (highest dose often 38.3 µM), for the others: at the top dose activity change, negative = inhibition, most hits filed as inhibitors; 410,000 compounds, 1.6% hits; also: potency is read from the fitted curve at half-maximal effect; % is scaled to controls: 0 for no effect and ±100 for the full control effect; nearly all actives have a fitted effect of over 55% in size
# Target sequence (P43220 whole entry, looked up): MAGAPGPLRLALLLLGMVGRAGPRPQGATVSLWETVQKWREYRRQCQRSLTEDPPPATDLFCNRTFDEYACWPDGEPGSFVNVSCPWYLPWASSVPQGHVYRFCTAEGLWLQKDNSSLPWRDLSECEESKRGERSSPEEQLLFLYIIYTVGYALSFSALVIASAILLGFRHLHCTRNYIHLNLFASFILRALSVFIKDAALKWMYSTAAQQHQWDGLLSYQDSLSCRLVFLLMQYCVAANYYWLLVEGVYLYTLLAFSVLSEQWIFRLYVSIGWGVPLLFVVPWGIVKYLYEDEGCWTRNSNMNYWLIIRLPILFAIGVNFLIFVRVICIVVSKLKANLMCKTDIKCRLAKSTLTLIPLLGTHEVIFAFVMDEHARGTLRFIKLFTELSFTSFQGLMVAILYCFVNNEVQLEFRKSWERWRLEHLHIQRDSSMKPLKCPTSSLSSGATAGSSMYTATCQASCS
#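 GLP-1R inverse agonism mode: basal reporter luminescence in engineered HEK293 cells measured after one day of compound exposure at 37 deg C, with a 12 min room-temperature detection step.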
# MmCpn inh: Inhibitors of TCP-1 ring complex (TRiC) of Methanococcus maripaludis (MmCpn): qHTS; Potency, µM (doses to about 76.9 µM), without a hit: at the highest dose activity, negative = inhibition, hits mostly inhibitors; purified Mm-Cpn ATPase, ADP Transcreener TR-FRET; Chaperonin Mm-Cpn (Methanococcus maripaludis); 330,000 compounds, 0.031% hits; also: potency is read from the fitted curve at half-maximal effect; % is scaled to controls: 0 for no effect and ±100 for the full control effect; nearly all actives have a fitted effect of over 80% in size
#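 Eu-cryptate anti-ADP/ADP-d2 competition gives a ratio inversely related to ADP. Enzyme at 25 nM was pre-exposed to compound for 10 min, then given 10 uM ATP for 30 min, 37°C throughout.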
# GLP1R cytotox: qHTS of GLP-1 Receptor Inverse Agonists: Cytotox Screen; 410,000 compounds, 0.13% hits; HEK293 cAMP-luciferase reporter cells, luminescence, 24 h; AID 624418, 2012; Potency, µM (titrated, usually from 38.3 µM), for the others: top-dose activity change, negative = inhibition, hits mostly inhibitors;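 also: loss of luciferase light is scored as toxicity; potency is read from the fitted curve at half-maximal effect; % is scaled to controls: 0 for no effect and ±100 for the full control effect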
#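 To flag toxic compounds, the library was rerun on cells for 24 hr at 37 deg C and 5% CO2. Viability-linked luminescence was captured 12 min after adding luciferase detection reagent.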
# Abeta yeast res: qHTS for compounds that reverse cellular toxicity of Amyloid beta (A-beta) peptide in yeast: Primary Screen; yeast expressing A-beta42, growth rescue, OD600, 48 h; response scale: 0% DMSO, 100% iron-clioquinol control; Potency, µM (top dose mostly 46.1 µM), without a hit: at the top dose growth rescue, most hits filed as activators; 410,000 compounds, 0.063% hits; AID 1347071, 2019; also: potency is read from the fitted curve at half-maximal effect; nearly all actives have a fitted effect of over 55% in size
#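 Growth rescue measured by 600 nm absorbance after 48 h yeast culture at 30 C with compound. Values normalized between DMSO and an equimolar ferric chloride plus clioquinol control.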
# aSyn rescue: qHTS of alpha-syn Inhibitors. Potency, µM (highest dose often 46.1 µM), inactives show at the top dose growth rescue (activation), actives largely listed as activators. Yeast expressing alpha-synuclein, growth rescue, BacTiter-Glo, 24 h. 370,000 compounds, 0.14% hits; also: potency is read from the fitted curve at half-maximal effect; % of control where 0% means no effect; nearly all actives have a fitted effect of over 65% in size
#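 Rescue of yeast growth: cells expressing toxic alpha-synuclein, induced in galactose at OD600 0.02, incubated with compound 24 h at 30 C. ATP luminescence quantified growth; inhibitors of toxicity appear as activators.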
# Akt phos inh: HTS Assay for Inhibitors of Akt Phophorylation: Primary Screen. Neuro2A IGF-stimulated pAkt S473 HTRF, 20 min; stronger effect = lower value. activity change, % for hits at 50 µM. 360,000 compounds, 0.32% hits. AID 651550, 2012; in the data active = activity change below about -80%; inconclusive = mostly about -51% to -80%; also: % is scaled to controls: 0 for no effect and ±100 for the full control effect
#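 Single-point screen (50 µM final compound) in Neuro2A cells stimulated 20 min with 6 nM IGF at 37 deg C. After lysis, Ser473-phosphorylated Akt read by HTRF (ex 330 nm, em 615/665 nm) as the 665/615 ratio.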
# TDP-43 yeast inh: qHTS of TDP-43 Inhibitors. 410,000 compounds, 1.8% hits. Potency, µM (doses to about 46.1 µM), without a hit: at the top dose growth rescue (activation), hits mostly activators. TDP-43 expressing yeast growth rescue, BacTiter-Glo, 24 h. AID 652104, 2013; also: potency is read from the fitted curve at half-maximal effect; % of control where 0% means no effect; nearly all actives have a fitted effect of over 50% in size
#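 In this qHTS, compounds that restore growth of yeast expressing TDP-43 appear as activators. Cells (OD600=0.02, galactose medium, raffinose-pregrown) are incubated with compound 24 hr at 30 deg C and growth is quantified by BacTiter-Glo.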
# Active calls of the source: *; i = inactive; u = inconclusive; x = not tested or not shown; [ ] = dose if it differs, or a comment. Unless noted, calls follow the shape of the dose curve; as a rule, active = well fitted curve in the direction sought with a large enough effect; inconclusive = small, poorly fitted or top-dose-only effect, or another doubt; inactive = no such curve, though single readings can be large; an effect the other way counts as inactive or inconclusive. Some of the compounds tested (hit frequency here may not be typical).
SMILES,FUS suppressor,PTHR1 ag,GLP1R inv ag,MmCpn inh,GLP1R cytotox,Abeta yeast res,aSyn rescue,Akt phos inh,TDP-43 yeast inh
COc1ccc(/C=N/NC(=O)c2ccn[nH]2)cc1CSc1ccccn1,0%,-22%,18%,2%,-6%,x,1%,i,11%
Cc1cccc(-n2c(-c3ccncc3)n[nH]c2=S)c1,20%,i,14%,-1%,2%,13%,0%,x,-12%
CC(NC(=O)CCn1c(=S)[nH]c2ccsc2c1=O)c1ccccc1 (stereo not drawn),0%,-7%,-5%,2%,0%,5%,-7%,i,0%
Oc1ccc(C[C@H]2CNCCN2CC2(c3ccccc3)CC2)cc1,-5%,13%,u,0%,10%,-9%,2%,i,-10%
O=C(Cc1ccccc1)NC1CCN(S(=O)(=O)c2cccc(F)c2)CC1,13%,-13%,0%,0%,1%,4%,2%,i,13%
CC1=NN(c2ccc(S(=O)(=O)O)cc2C)C(=O)C1,-8%,-14%,-19%,-1%,-6%,-24%,0%,i,19%
COc1cc(CNC(=O)c2cccc(COc3ccc(Cl)cc3)c2)cc(OC)c1,16%,i,3.2µM*,1%,-17%,10%,3%,i,3%
NS(=O)(=O)c1ccc(CCNC(=O)CNC(=O)Cc2cccc3ccccc23)cc1,-20%,i,-7%,3%,-18%,-21%,3%,i,17%
CC(=O)NC1(c2nnnn2CCOC(=O)Nc2ccc(Cl)cc2)CCCC1,u,-22%,-11%,1%,-20%,-5%,2%,i,-11%[1.82 µM]
Oc1cncc(Cc2ccccc2)c1,20%,-4%,5%,1%,-2%,-10%,-3%,i,-20%
CC(C)OCCCNC(=O)NC(=O)c1ccc(Cl)cc1,-4%,-15%,-1%[7.66 µM],1%,16%[7.66 µM],5%,-8%,i,u
Cc1ccc(CC2CC(=O)N(c3ccc(C)cc3)C2=O)cc1 (stereo not drawn),-18%,-8%,-8%,-1%,4%,9%,1%,i,9%
CC1=C(C(=O)Nc2cc(C)ccn2)C(c2ccc(C)cc2)C2=C(CCCC2=O)N1 (stereo not drawn),11%,-6%,5%,2%,40%[activator],-6%,5%,i,3%
CNc1nc2c(c(=O)n(C)c(=O)n2C)n1CC(O)COc1ccc(OC)cc1 (stereo not drawn),-14%,-39%[inhibitor],-12%,x,-2%,-15%,x,x,-10%
CCC1(C(=O)c2ccc(Cl)cc2)C2c3ccccc3OC(=O)C21C(=O)Nc1ccccc1 (stereo not drawn),x,-17%,u,0%,7%,12%,14µM*,i,2%
CCOC(=O)N1CCC(=NNC(=O)c2ccccc2F)CC1,1%,i,-9%,2%,12%,-12%,-12%,i,-17%
Cc1ccc(S(=O)(=O)N2CCC(C(N)=O)CC2)cc1C(=O)NC1CCCCC1,-6%,i,30%,0%,5%,-3%,0%,i,-27%
COc1ccc(C2C=C(c3ccc(F)cc3)NC(=S)N2)cc1OC (stereo not drawn),-2%,-35%[inhibitor],-4%,2%,4%,15%,-5%,i,5%
COc1ccc(S(=O)(=O)N2CCC(C(=O)NCC3CCCCC3)CC2)cc1,9%,i,3%,0%,4%,-7%,13%,i,20%
COCCNC(=O)/C(C#N)=C/c1cccc(OCc2ccccc2)c1,16%,-8%,u,-3%,-21%,0%,-58%[inhibitor],i,-21%[0.397 µM]

# Another view of some results above:
# Second line of a record – FUS suppressor	PTHR1 ag	GLP1R inv ag	MmCpn inh	GLP1R cytotox	Abeta yeast res	aSyn rescue	Akt phos inh	TDP-43 yeast inh
Cc1ccc(CC2CC(=O)N(c3ccc(C)cc3)C2=O)cc1 (stereo not drawn)
 : -18%	-8%	-8%	-1%	4%	9%	1%	i	9%
CC1=C(C(=O)Nc2cc(C)ccn2)C(c2ccc(C)cc2)C2=C(CCCC2=O)N1 (stereo not drawn)
 : 11%	-6%	5%	2%	40%[activator]	-6%	5%	i	3%
CNc1nc2c(c(=O)n(C)c(=O)n2C)n1CC(O)COc1ccc(OC)cc1 (stereo not drawn)
 : -14%	-39%[inhibitor]	-12%	x	-2%	-15%	x	x	-10%
CCC1(C(=O)c2ccc(Cl)cc2)C2c3ccccc3OC(=O)C21C(=O)Nc1ccccc1 (stereo not drawn)
 : x	-17%	u	0%	7%	12%	14µM*	i	2%
CCOC(=O)N1CCC(=NNC(=O)c2ccccc2F)CC1
 : 1%	i	-9%	2%	12%	-12%	-12%	i	-17%
Cc1ccc(S(=O)(=O)N2CCC(C(N)=O)CC2)cc1C(=O)NC1CCCCC1
 : -6%	i	30%	0%	5%	-3%	0%	i	-27%
COc1ccc(C2C=C(c3ccc(F)cc3)NC(=S)N2)cc1OC (stereo not drawn)
 : -2%	-35%[inhibitor]	-4%	2%	4%	15%	-5%	i	5%
COc1ccc(S(=O)(=O)N2CCC(C(=O)NCC3CCCCC3)CC2)cc1
 : 9%	i	3%	0%	4%	-7%	13%	i	20%
COCCNC(=O)/C(C#N)=C/c1cccc(OCc2ccccc2)c1
 : 16%	-8%	u	-3%	-21%	0%	-58%[inhibitor]	i	-21%[0.397 µM]

# Further results:
SMILES,FUS suppressor,PTHR1 ag,GLP1R inv ag,MmCpn inh,GLP1R cytotox,Abeta yeast res,aSyn rescue,Akt phos inh,TDP-43 yeast inh
CCOC(=O)[C@H]1Nc2ccc(Cl)cc2[C@@H]2[C@H]1C1CC(c3ccccc31)N2C(=O)OCc1ccccc1 (stereo partly drawn),29%,-25%,u,x,3%,-8%,12%,i,12%
N#Cc1c(NC(=O)CN2CCCCC2)sc2c1CCC2,-1%,i,4%,2%,0%,8%[9.22 µM],1%,i,2%
COc1cc(C(=O)NC(CCSC)C(=O)Nc2ccc(N3CCOCC3)cc2)cc(OC)c1OC (stereo not drawn),30%,-10%,8%,x,3%,-3%,-4%,i,-1%
CC(=O)N1CCc2ccc(S(=O)(=O)N3CCc4ccccc43)cc21,-5%,-78%[inhibitor],-2%,0%,0%,-6%,2%,i,17%
COC(=O)Cn1c2ccccc2c2nc3ccccc3nc21,-1%,i,68%[activator],1%,15%,-3%,-13%,i,21%
Cn1c(=O)c(=O)n(C)c2cc(S(=O)(=O)Nc3ccc(OC(F)(F)F)cc3)ccc21,14%,-20%[57.5 µM],-2%,1%,4%,-9%,0%,i,-12%
Cc1ccccc1N=C1C(=O)Nc2ccccc21,x,i,26%,x,-1%,-9%,3%,i,-7%
CCC1(C)Cc2ccccc2-c2nc(NN)[nH]c(=O)c21 (stereo not drawn),-16%,i,-6%,-3%,-32%,11%,0%,i,18%
Cn1c(CSCc2ccc(Cl)c(Cl)c2)nnc1SCC(=O)Nc1nccs1,20%,-8%[57.5 µM],u,1%,-25%,14%,9%,i,-13%
CCOc1ccccc1CNC(=O)Cn1cc2c(n1)-c1c(oc(C(=O)N3CCCC3)c1C)CC2,32%,-29%,-4%,x,-16%,-4%,x,x,20%
COc1ccc2c(c1)Cc1sc(NC(=O)c3ccc(Cl)cc3)nc1-2,36%,-17%,10%,x,-1%,-3%,x,x,0%
O=C(O)c1cc(S(=O)(=O)N(Cc2ccccc2)c2ccccc2Cl)ccc1Cl,-12%,-35%[inhibitor],-26%,-4%,-8%,0%,u,i,8%
COC(=O)c1cn(C(=O)c2cc(C)cc(C)c2)c2ccccc12,-23%,i,-2%,1%,45%[activator],10%,-1%,i,11%
Cc1ccc(C2=NC3(CCCCC3)NC2=S)cc1,x,1%,0%,0%,-21%,9%,1%,i,11%
Cc1ccccc1NC(=O)/C(C#N)=C/c1ccc[nH]1,-9%,-11%,-15%,2%,-11%,0%,-5%,i,22%
Cc1cccc(C)c1NC(=O)CNC(=O)c1ccc(N2CCCC2=O)cc1,0%,i,5%,0%,-10%,-9%,0%[1.84 µM],i,19%
Cc1ccc(C)n1-c1sc2c(c1C(=O)O)CCCC2,29%,i,23%,1%,-17%,3%,13%,i,4%
CC(=O)Nc1ccc(S(=O)(=O)N2CCC(C(=O)NC3CC3)CC2)cc1,24%,i,5%,-1%,-4%,8%,1%,i,9%
CN(C(=O)c1ccc(NC(=O)C2CCCN(C(=O)OC(C)(C)C)C2)cc1)C1CCCC1 (stereo not drawn),u,-63%[inhibitor],-12%,-2%,u,0%,2%,i,7%
COc1cc(OC)cc(-n2c(=O)[nH]c3cc(C(=O)NCCc4ccc(C)cc4)ccc3c2=O)c1,4%,i,3%,x,4%,5%,x,x,u
Cc1c(NC(=O)Cc2cccs2)cccc1[N+](=O)[O-],25%,i,-15%[7.66 µM],1%,0%[7.66 µM],10%,4%,i,18%[9.22 µM]
O=C(NCc1cccc(Cl)c1)c1ccc(N2CC3CC(C2)c2cccc(=O)n2C3)c(NC(=O)c2cccnc2)c1 (stereo not drawn),32%,i,18%,-1%,0%,-2%,-1%,i,11%
CCC1Oc2ccc(Cl)cc2N(CC(=O)O)C1=O (stereo not drawn),-1%,-32%[57.5 µM],-6%,1%,-3%,6%,-5%,i,-15%
CCc1ccc(NC(=O)Cc2cn(C)c3ccccc23)cc1,u,u,10µM*,-1%,10%,-5%,14%,i,22%
